# Bioassay records as filed in PubChem BioAssay.
# NR1D1 modulator = modulators of Rev-erb alpha DNA binding, primary screen, biochemical, FITC-DNA, fluorescence polarization, uHTS; Nuclear receptor subfamily 1 group D member 1 (Homo sapiens), P20393; Rev-erbα–FITC-DNA binding, 90 min; activity, % at 10 µM; 370,000 tested, 0.79% active;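 active means activity above about 14%, limit read from the data; passing the limit was not always enough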;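 further: 0% = DMSO wells with 35 nM protein and 100% = DMSO wells with 750 nM protein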
# Target sequence (P20393 whole entry, looked up): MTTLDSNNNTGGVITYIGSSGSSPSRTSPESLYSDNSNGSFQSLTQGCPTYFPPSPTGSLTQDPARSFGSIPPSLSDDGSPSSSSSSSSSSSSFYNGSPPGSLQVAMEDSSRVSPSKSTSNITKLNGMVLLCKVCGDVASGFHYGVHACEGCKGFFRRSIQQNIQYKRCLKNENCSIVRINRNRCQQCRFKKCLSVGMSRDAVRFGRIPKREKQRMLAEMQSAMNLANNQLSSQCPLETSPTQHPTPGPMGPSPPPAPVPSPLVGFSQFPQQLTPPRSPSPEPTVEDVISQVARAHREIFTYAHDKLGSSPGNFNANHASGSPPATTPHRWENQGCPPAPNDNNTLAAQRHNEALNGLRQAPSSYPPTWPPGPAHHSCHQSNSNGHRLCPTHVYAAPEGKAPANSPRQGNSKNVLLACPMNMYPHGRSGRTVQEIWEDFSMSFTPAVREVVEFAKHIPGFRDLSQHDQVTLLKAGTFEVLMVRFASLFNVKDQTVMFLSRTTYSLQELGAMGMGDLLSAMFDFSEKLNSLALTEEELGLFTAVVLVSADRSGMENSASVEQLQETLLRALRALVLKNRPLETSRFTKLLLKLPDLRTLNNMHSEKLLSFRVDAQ
# LEDGF integ inh = blockers of LEDGF/p75-dependent integrase strand transfer – biochemical, TR-FRET, high throughput, primary screen. HIV-1 integrase (with human LEDGF/p75). TR-FRET IN-LEDGF/p75 DNA integration, Eu/Cy5. inhibition, % at 3.7 µM. 370,000 tested, 0.64% active;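 active means inhibition above the screen-wide mean plus 3 SD, cut at about 13% in these data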;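 further: signal is the Cy5 over europium emission ratio at 671 and 618 nm; 0% = plate median of compound wells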
# PRMT1 FP inh = PRMT1 methyltransferase inhibitors, primary screen, biochemical, fluorescence polarization; 370,000 tested, 1.3% active; inhibition, % at 2.79 µM; recombinant PRMT1, activity-based probe fluorescence polarization; AID 652257, 2013; Protein arginine N-methyltransferase 1 (Homo sapiens), Q99873;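 active means inhibition above about 21% made by adding two undisclosed values, limit read from the data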
# HTRA1 inh = HTRA1 serine protease inhibitors, primary screen, biochemical, fluorescence polarization, HTS; 340,000 tested, 0.5% active; inhibition, % at 5.96 µM; recombinant HTRA1, FP-rhodamine activity-based probe; AID 504803, 2011; Q92743; in the data active means inhibition above about 36%;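 further: 0% = enzyme with DMSO and 100% = wells lacking enzyme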
# Target sequence (Q92743 whole entry, looked up): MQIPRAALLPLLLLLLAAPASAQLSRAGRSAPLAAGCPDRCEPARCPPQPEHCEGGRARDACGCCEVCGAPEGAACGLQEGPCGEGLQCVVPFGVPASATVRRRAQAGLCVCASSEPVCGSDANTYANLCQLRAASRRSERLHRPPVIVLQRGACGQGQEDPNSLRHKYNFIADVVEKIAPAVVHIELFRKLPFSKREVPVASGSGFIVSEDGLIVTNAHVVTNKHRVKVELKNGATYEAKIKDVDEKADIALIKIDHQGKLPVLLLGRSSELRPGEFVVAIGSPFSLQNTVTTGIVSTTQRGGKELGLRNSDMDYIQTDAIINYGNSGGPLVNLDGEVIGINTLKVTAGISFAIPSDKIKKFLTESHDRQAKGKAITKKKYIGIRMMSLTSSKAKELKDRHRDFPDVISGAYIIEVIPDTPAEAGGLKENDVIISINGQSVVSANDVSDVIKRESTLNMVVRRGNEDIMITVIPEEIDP
# MBD2 DNA inh = inhibitors of MBD2 binding to methylated DNA, primary screen, biochemical, TR-FRET, DNA-binding domain, human; Methyl-CpG-binding domain protein 2 (Homo sapiens), Q9UBB5; MBD2 binding to methylated oligonucleotide; inhibition, % at 4.4 µM; 370,000 tested, 0.31% active; AID 686964, 2013; in the data active means inhibition above about 13%
# PG9 binder = binders of HIV-1 gp120 antibody PG9, primary screen, biochemical, TR-FRET; HIV-1 gp120 / PG9 antibody interaction; TR-FRET gp120-PG9 antibody binding; inhibition, % at 6.7 µM; 360,000 tested, 0.43% active; in the data active means inhibition above about 8.5%
# UHRF1 MBD2 ctr = UHRF1 methylated DNA binding inhibitors, primary screen, counter-screen for MBD2 inhibitor project, biochemical, TR-FRET, human UHRF1, single concentration | UHRF1 binding to methylated oligo | inhibition, % at 4.4 µM | AID 687016, 2013 | 370,000 tested, 0.75% active; in the data active means inhibition above about 21%;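 further: UHRF1 SRA domain binding a hemimethylated CpG hairpin DNA probe; 0% = median of test compound wells and 100% = reference inhibitor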
# TCR CD3 inh = inhibitors of human TCR-CD3 interaction, primary screen, biochemical, fluorescence, TAMRA-labeled TCR probe | 360,000 tested, 0.37% active | inhibition, % at 9.4 µM | AID 651800, 2012 | T-cell receptor (TCR); in the data active means inhibition above about 19%;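 further: recombinant mutant TCR 2C K166C tagged with TAMRA read by polarization; 0% = receptor in buffer alone and 100% = receptor with positive control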
# mABHD4 FP = ABHD4 inhibitors, primary screen, biochemical, fluorescence polarization, mouse. (Lyso)-N-acylphosphatidylethanolamine lipase (Mus musculus), Q8VD66. purified mABHD4, FP-Rh probe fluorescence polarization. inhibition, % at 8.92 µM. 370,000 tested, 0.54% active. AID 720543, 2013;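 active means inhibition exceeding the mean over every tested compound plus 3 SD, cut at about 30% in these data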;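 further: 0% = plate median of compound wells and 100% = S159A mutant with DMSO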
#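 Test system: mABHD4 protein | Buffer or medium: HEPES pH 7.0 buffer, 150 mM NaCl, 0.01% Pluronic F-127 | Probe or stimulus: FP-Rh fluorescent activity-based probe, added after compound pre-incubation | Timing: Pre-incubation 45 min, probe exposure 60 min, at 25 °C | Technique: Fluorescence polarization, excitation 525 nm, emission 598 nm, BODIPY TMR filters | Repeats: Single well per compound (singlicate)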
# rCAG RNA binder = binders of r(CAG) RNA repeats, primary screen, biochemical, fluorescence. 370,000 tested, 1.3% active. r(CAG) RNA repeat, TO-PRO-1 dye displacement fluorescence. AID 651821, 2012. inhibition, % at 3 µM;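 active means inhibition above the plate cutoff, the mean of all test compounds on that plate plus 3 SD, cut at about 35% in these data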;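 further: 0% = DMSO alone and 100% = 100 µM mitoxantrone as full dye displacement; higher means more dye released from RNA so lower well fluorescence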
# * hit, by the source's call; nt = no result given. A portion of the library; count on the stated rates, not on these rows.
SMILES,NR1D1 modulator,LEDGF integ inh,PRMT1 FP inh,HTRA1 inh,MBD2 DNA inh,PG9 binder,UHRF1 MBD2 ctr,TCR CD3 inh,mABHD4 FP,rCAG RNA binder
O=c1[nH]c2cc3c(cc2cc1CN(Cc1nnnn1CC1CCCO1)C1CCCCC1)OCO3 (stereo unspecified),12,18*,23*,-4,-7,-1.1,-8,-2,2,-11
COc1ccc(CNC(=O)C2=CC(c3ccc(C)cc3)=NS(=O)(=O)N2C)cc1,1,8,-1,-19,-5,2.0,2,-5,-16,7
CN1CCC(=O)N([C@H](CN=[N+]=[N-])Cc2ccccc2)CC1,0,4,-1,-6,2,0.3,-1,2,2,-3
COc1ccc(/C=N/Nc2ccc([N+](=O)[O-])cc2S(=O)(=O)N2CCN(C)CC2)cc1,2,-3,-1,4,-2,-1.8,1,3,-1,0
O=C(Nc1ccc2c(c1)CCO2)Nc1nnc([C@H]2C[C@H](O)[C@@H](CO)O2)s1,0,2,-3,nt,4,-0.9,1,8,0,3
COc1ccc(Cl)cc1NC(=O)C1CCCN(c2cc(C)nc3ncnn23)C1 (stereo unspecified),-3,-4,-3,-4,-2,-0.1,0,9,-2,-6
CCc1nc(N[C@@H](Cc2c[nH]c3ccccc23)C(=O)O)c2oc3ccccc3c2n1,14,0,0,-6,3,-0.5,-1,5,2,36*
O=C(CNC(=O)c1[nH]cnc1C(=O)NC(c1ccccc1)c1ccccc1)OCc1ccccc1,8,-1,0,-43,6,-0.3,0,-3,-52,0
O=C(NCc1ccccn1)c1cn(Cc2ccccc2)nn1,5,-2,-3,5,0,-0.8,1,7,-4,0
CC(C)(C)C1(O)CC(C(F)(F)F)=NN1C(=O)CCCc1ccccc1 (stereo unspecified),-4,-2,2,2,1,-0.4,4,-5,-7,-7
CCOC(=O)C1=C(C)OC(N)=C(C#N)C1c1ccccc1 (stereo unspecified),nt,3,1,0,-1,-0.6,-3,-5,9,0
CC[C@@H](C)[C@@H](CO)NC(=O)[C@H]1O[C@@H](n2cnc3c(N)ncnc32)[C@H](O)[C@@H]1O,-3,1,4,nt,5,-0.4,-2,3,8,0
NNC(=O)CCc1nc2ccc(O)cc2[nH]1,-1,-1,-1,0,2,-3.0,0,-1,1,4
COc1ccc(NC(=O)CSc2nc(C3CC3)nc3ccccc23)cc1,10,-3,4,-10,0,0.0,6,2,-21,0
Cc1ccc(NS(=O)(=O)c2ccc(Cl)c(C(=O)Nc3ccccc3-c3nc4ccccc4[nH]3)c2)cc1C,2,3,-3,-137,-9,-3.0,0,78*,-199,47*
O=C(NCCc1ccc2c(c1)OCCO2)c1cccc(S(=O)(=O)N2CCCC2)c1,-3,-2,3,-2,0,-1.1,7,1,0,2
Cc1cn(C2CC(O)C(CO)O2)c(=O)n(Cc2ccccc2)c1=O (stereo unspecified),2,-3,-2,0,-5,1.3,1,7,1,1
Cc1ccc2nc3c(cc2c1)c(NS(=O)(=O)c1ccccc1)nn3CC(C)C,-2,2,7,1,5,1.0,5,5,4,4
O=C(CNC(=O)C1COc2ccccc2O1)N/N=C\c1ccc(Br)cc1 (stereo unspecified),2,-3,4,-19,5,-0.7,6,-4,-10,1
N#CCCC(C#N)(c1cccnc1)N1CCOCC1 (stereo unspecified),7,0,-2,1,5,-0.2,0,-7,4,0
CCCC(c1nnnn1Cc1cccs1)N1CCN(c2nc3ccccc3s2)CC1 (stereo unspecified),-2,-5,0,-9,2,1.3,4,-3,1,5
Cc1ccc(NC(=O)NC(=O)N(C2CCCCC2)S(=O)(=O)c2ccccc2)cc1,0,3,-1,-5,-6,-1.8,1,1,-5,12
COCCn1cnc2c1c(=O)n(CC(=O)NC1CCCCC1)c(=O)n2Cc1ccccc1,-1,2,-5,8,-4,-0.3,1,2,-2,0
Cn1c(SCC(=O)NCc2ccco2)nnc1C1CCCC1,2,1,-1,7,-1,-1.7,2,-2,2,3
CCC/C(=N/NC(=O)c1ccc2c(c1)OCO2)c1cccs1,1,-1,1,6,1,-2.5,1,-9,5,-2
O=C(NC12CC3CC(CC(C3)C1)C2)C1CCCN1C(=O)Nc1ccccc1 (stereo unspecified),8,-1,7,1,1,0.5,1,-4,2,-1
CCN1CCN(C(=O)c2sc3ncnc(N4CCc5ccccc5C4)c3c2C)CC1,-3,-1,0,6,0,-2.4,-1,-3,0,-5
O=C(CCC(=O)c1cccs1)NNC(=O)c1cccc(Cl)c1,-7,1,-1,3,0,-0.2,0,3,-2,7
COc1ccc(CC(=O)NCCc2ccc(Cl)cc2Cl)cc1,0,4,-3,-3,2,-0.6,-2,7,1,-5
COc1cccc(C(=O)N/N=c2/oc3ccccc3cc2C(N)=O)c1,14*,5,-1,-9,-12,-4.5,-5,-10,7,-2
CC(C)Nc1nnc(Sc2ccc(Cl)cc2[N+](=O)[O-])s1,5,-1,3,-7,5,-1.8,-1,6,8,3
O=C(COC(=O)c1ccc2c(c1)S(=O)(=O)N=C1CCCCCN12)NCCc1ccc(F)cc1,-2,0,-2,-6,0,-0.6,1,3,-4,-3
CCCCNC(=S)NNC(=O)c1nn(C)c(C)c1Cl,4,5,3,6,-1,2.6,2,-5,5,1
Cc1nc2ccccn2c1C(=O)CSc1ccccc1,3,-1,-1,-6,6,-3.0,-2,0,-1,-4
CCOC(=O)Cc1csc(NC(=O)c2ccc(C)o2)n1,0,-3,-1,6,2,0.6,-1,6,3,2
CN(CCOc1ccc(-c2ccn(S(=O)(=O)c3ccc(Cl)cc3)n2)cc1)c1ccccn1,2,-2,0,-12,1,1.3,5,6,-17,8
CCCN(CC(=O)Nc1ccccc1OC)C(=O)c1ccc2[nH]c3c(c2c1)CC(C)CC3 (stereo unspecified),1,4,1,-38,-5,-3.2,2,-10,-8,2
Cc1cc(Cl)cc2sc(NC(=O)C3CC3)nc12,4,3,-2,-7,6,-2.9,1,-3,-6,1
C=CCNC(=O)Nc1ccc(F)cc1F,-6,-3,3,-1,-2,-1.1,1,-2,2,3
COc1ccc(NC(=O)CSc2nnnn2-c2ccccc2OC)c(OC)c1,-5,6,-3,-5,-5,0.2,-1,2,0,-3
CCCC1=NN(C(=O)C(=O)Nc2ccc(Br)cc2)C(O)(C(F)(F)F)C1 (stereo unspecified),-7,7,1,10,-1,-2.0,7,8,-30,19
O=C(Nc1ccccc1)c1cc(C2CCCN(C(=O)OCc3ccccc3)C2)on1 (stereo unspecified),6,2,1,nt,8,1.0,0,-3,-7,1
COc1cccc(C2C3=C(CC(C)(C)CC3=O)Nc3cc(OC)c(OC)cc32)c1 (stereo unspecified),-1,0,-6,-1,-5,0.3,-3,2,13,-6
COc1cccc(Cl)c1NC(=O)N1CCN(c2cc(C)nc3ccccc23)CC1,-6,-3,0,-12,3,-0.2,-1,-4,1,-5
Cc1cc(C)c(CN2CCN(C(=O)Cn3cnc(C(=O)Nc4ccc(C)c(C)c4)n3)CC2)c(C)c1,-3,3,-2,-8,-1,-2.0,-4,-2,-11,7
CC(C)CNc1nc(N)c([N+](=O)[O-])c(N2CCCCCC2)n1,1,-1,0,-6,1,-2.1,2,1,1,0
CCCC1CC(c2csc(N)n2)CCO1 (stereo unspecified),2,0,-2,2,0,5.1,0,4,0,-2
CCC1CCCCN1C(=O)CCn1ccnc1 (stereo unspecified),0,-1,-7,1,-1,0.6,-3,5,-1,-7
Cc1cccc(C)c1NC(=O)C1C(c2ccccc2)=Nc2ccccc2N1C(=O)c1cnccn1 (stereo unspecified),0,-1,-1,nt,5,-1.5,0,-4,-5,2
C=CCN(CC=C)C(=O)COC(=O)c1n[nH]c2ccccc12,-1,0,1,3,-6,2.4,-3,7,1,-2
# Further structures:
SMILES,NR1D1 modulator,LEDGF integ inh,PRMT1 FP inh,HTRA1 inh,MBD2 DNA inh,PG9 binder,UHRF1 MBD2 ctr,TCR CD3 inh,mABHD4 FP,rCAG RNA binder
Cc1ccc2c(c1)nc1c3ccccc3nc(-c3ccccc3N)n21,-6,-4,4,-10,-4,0.0,0,-6,1,3
C[C@@H]1CN([C@H](C)CO)C(=O)CCCn2nncc2CO[C@H]1CN(C)S(=O)(=O)c1ccc2c(c1)OCCCO2,1,-3,2,4,-2,1.3,2,-1,11,2
Cc1ccc(NC(=O)c2nc[nH]c2C(=O)N2CCc3ccccc3C2)cc1,-3,-1,-2,-10,-2,-0.7,5,3,-2,-4
O=C(OCc1c(F)cccc1Cl)c1cc([N+](=O)[O-])ccc1N1CCOCC1,9,3,-6,-24,5,0.1,-1,3,-11,-3
NCCOc1ccccc1-c1ccccc1,3,-2,0,-3,-4,0.4,2,7,1,8
CCCC(=O)N(CCN1CCOCC1)c1nc2cc(C)c(C)cc2s1,-4,-1,-4,-3,0,0.6,-1,6,3,-1
CC(=O)Nc1ccccc1NC(=O)c1cc(C)ccc1C,-4,-1,0,0,-6,-1.8,-1,-1,1,1
CCCCOc1ccc(C2=NNC(=O)CC2)cc1,-3,-4,5,-3,2,-1.0,1,-2,-1,-5
NNC(=O)CCn1nnc2ccccc21,0,2,-1,-9,3,-1.6,1,-3,5,-2
CCOC(=O)c1ccc(NC(=S)NC(=O)C2CCCC2)cc1,3,-2,2,-32,2,-2.7,0,-7,5,-2

# Quoted from above for reference:
SMILES,NR1D1 modulator,LEDGF integ inh,PRMT1 FP inh,HTRA1 inh,MBD2 DNA inh,PG9 binder,UHRF1 MBD2 ctr,TCR CD3 inh,mABHD4 FP,rCAG RNA binder
NNC(=O)CCn1nnc2ccccc21,0,2,-1,-9,3,-1.6,1,-3,5,-2
CCOC(=O)c1ccc(NC(=S)NC(=O)C2CCCC2)cc1,3,-2,2,-32,2,-2.7,0,-7,5,-2

# Following part.
SMILES,NR1D1 modulator,LEDGF integ inh,PRMT1 FP inh,HTRA1 inh,MBD2 DNA inh,PG9 binder,UHRF1 MBD2 ctr,TCR CD3 inh,mABHD4 FP,rCAG RNA binder
Cc1cccc(NC(=O)COc2cccc3c2CCNC3=O)c1,4,-1,0,-6,3,-0.9,-3,2,3,3
COc1cc(CN2CCCC(CO)(Cc3cccc(Cl)c3)C2)cc2c1OCO2 (stereo unspecified),-2,-6,5,-21,-3,-0.4,1,-11,-1,-6
Cc1ccccc1NC1=C(Cl)C(=O)OC1NC(=O)c1ccccc1 (stereo unspecified),-4,1,-1,0,-4,-2.2,3,3,-6,1
COC(=O)Nc1nnc(-c2ccco2)s1,-5,-1,1,nt,-1,-2.4,0,2,5,0
Cc1cc(OCc2cc(C(=O)N(C)C3CCOC3)no2)cc(C)c1Cl (stereo unspecified),1,5,-4,-5,3,-0.8,-1,8,-2,-4
